MITF act – activators of MITF-driven TRPM1 promoter activity in SK-MEL-5 cells; SK-MEL-5 TRPM1-promoter luciferase, 24 h; % of positive control, neutral wells = 0; activation, % at 12.5 µM; 300,000 compounds, 0.75% hits; AID 588334;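 active means mean activation of at least 80% with every replicate also reaching 80%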;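 further: 0% = neutral control wells and 100% = parthenolide positive control wells; values of inactives mirror those of a sister screen read the other way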
dFosB activator – mouse delta FosB homodimer activation. purified delta FosB, TAMRA-CDK5 oligo fluorescence polarization; percent of positive-control signal above neutral wells. 340,000 compounds, 0.99% hits. P13346. activation, % at 25 µM;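 active means mean activation above about 17%, with every replicate also reaching it, limit read from the data, passing the limit was not always enough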;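 further: fluorescence polarization rise as delta FosB binds a TAMRA Cdk5 AP-1 oligo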
Target sequence (P13346 whole entry, looked up): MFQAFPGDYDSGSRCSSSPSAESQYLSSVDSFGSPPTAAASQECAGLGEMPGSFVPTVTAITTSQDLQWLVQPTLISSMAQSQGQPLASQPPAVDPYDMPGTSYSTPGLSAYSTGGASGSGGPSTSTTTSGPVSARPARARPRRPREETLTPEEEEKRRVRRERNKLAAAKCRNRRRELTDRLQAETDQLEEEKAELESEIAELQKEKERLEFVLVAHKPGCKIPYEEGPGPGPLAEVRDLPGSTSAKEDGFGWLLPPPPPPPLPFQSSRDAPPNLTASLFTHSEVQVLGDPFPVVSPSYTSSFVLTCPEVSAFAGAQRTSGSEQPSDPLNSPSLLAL
HTR5A ag ctr – HTR5A agonism, opioid heterodimer counter-screen; P47898; HTR5A agonist assay, luminescence, cell-based; activation, % at 9.3 µM; 340,000 compounds, 0.61% hits; AID 504692; in the data active means activation mostly above about 9.5%, no sharp cut-off; inactive means mostly below about 7.6%;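 further: 0% = cells with vehicle only and 100% = reference agonist; strong numbers were not always called active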
Target sequence (P47898 whole entry, looked up): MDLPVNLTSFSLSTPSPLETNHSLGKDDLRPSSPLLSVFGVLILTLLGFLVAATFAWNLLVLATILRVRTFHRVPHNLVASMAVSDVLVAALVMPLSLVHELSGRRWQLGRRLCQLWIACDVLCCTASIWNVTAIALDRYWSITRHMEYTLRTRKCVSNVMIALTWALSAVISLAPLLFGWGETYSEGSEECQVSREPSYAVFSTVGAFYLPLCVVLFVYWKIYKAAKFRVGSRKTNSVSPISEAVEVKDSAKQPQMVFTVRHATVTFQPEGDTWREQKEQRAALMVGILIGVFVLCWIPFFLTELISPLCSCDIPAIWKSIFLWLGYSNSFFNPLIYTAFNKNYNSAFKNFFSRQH
SR-BI HDL uptake – blocks mouse SR-BI lipid uptake from DiI-HDL; inhibition, % at 12.5 µM; 320,000 compounds, 0.96% hits; AID 488896; Q61009; ldlA[mSR-BI] CHO cells, DiI-HDL uptake fluorescence, 3 h;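 active means mean replicate inhibition of at least 70% and a set share of replicates each scoring 70 or more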;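 further: 0% = median of neutral control wells and 100% = median of positive control wells; values of inactives mirror those of a sister screen read the other way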
HTR5A inv ctr – inverse agonist of human HTR5A in OPRM1-OPRD1 counter-screen | P47898 | HTR5A cell line, luminescence, inverse agonism | AID 504634 | 340,000 compounds, 0.083% hits | inhibition, % at 9.3 µM; in the data active means inhibition mostly above about 23%, no sharp cut-off; inactive means mostly below about 18%;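 further: 0% = cells with DMSO and 100% = no-cell wells with DMSO; some compounds called inactive have numbers as strong as hits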
NSD2 inh – inhibitors of human histone methyltransferase NSD2. O96028. NSD2 peptide methylation, AlphaScreen, 120 min. inhibition, % at 12.5 µM. 310,000 compounds, 0.54% hits. AID 743445; in the data active means inhibition above about 50%
Wnt bcat act – Wnt/beta-catenin pathway activation; AID 743398; 300,000 compounds, 1.2% hits; activation, % at 9.35 µM; Wnt/beta-catenin reporter cell assay, activator, plate reader; in the data active means activation above about 30%, passing the limit was not always enough;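 further: 0% = neutral control wells and 100% = positive control wells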
CDK5 p35 inh – inhibitors of human CDK5/p35 kinase. 330,000 compounds, 0.01% hits. Recombinant CDK5/p35, ADP-Glo luminescence, 60 min. inhibition, % at 10 µM;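 active means highest replicate inhibition of at least 50% and at least 75% of replicates reaching 50%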;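 further: plate controls were DMSO neutral control for no effect and GW8510 at 10 µM for full effect; many of its hits are not listed in these tables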
PvdQ inh – blocks Pseudomonas aeruginosa PvdQ acylase activity. purified PvdQ acylase, fluorescence plate reader. 340,000 compounds, 0.063% hits. inhibition, % at 10 µM; in the data active means inhibition above about 30%, passing the limit was not always enough;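 further: 0% = vehicle neutral wells and 100% = reference inhibitor wells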
V-ATPase pH – yeast V-ATPase proton transport regulation by pHLuorin; 350,000 compounds, 0.37% hits; response, % at 10 µM; S. cerevisiae, pHLuorin cytosolic pH fluorescence; in the data active means response mostly above about 7.3%, no sharp cut-off; inactive means mostly below about 5.4%; further: actives read high; inactives centre near 0; some compounds called inactive have numbers as strong as hits; reference of the scale not given here
An asterisk follows results filed as active; . = not tested or not shown.

SMILES | MITF act | dFosB activator | HTR5A ag ctr | SR-BI HDL uptake | HTR5A inv ctr | NSD2 inh | Wnt bcat act | CDK5 p35 inh | PvdQ inh | V-ATPase pH
O=C(NCCCN1CCOCC1)c1cn(-c2ccccc2)nc1-c1ccc(Br)cc1 | 7 | -11 | 1 | 13 | -2 | -1 | -1 | -1.4 | -15 | -1
CCN(CC(=O)Nc1ccc2c(c1)OCCO2)C(=O)/C=C/c1ccc(OC)cc1OC | 8 | -9 | 0 | 11 | -23 | 0 | 5 | -1.2 | -13 | 4
Cc1ccc(C2(C)NC(=O)N(CC(=O)NC(=O)NC(C)C)C2=O)cc1 (stereo not drawn) | -3 | -8 | -4 | -9 | -24 | -1 | 0 | 0.1 | -4 | -2
C=CCn1c(NC(=O)c2ccccc2Cl)c(C#N)c2nc3ccccc3nc21 | -13 | -11 | -2 | 31 | -19 | 5 | 1 | -2.6 | -11 | -2
CCN1C(=O)[C@H]2[C@H]3CN=C(SCc4ccc(C(=O)OC)cc4)N3[C@@](Cc3ccccc3)(C(=O)OC)[C@H]2C1=O | 10 | -9 | 0 | -15 | 2 | . | -2 | -3.5 | -14 | 5
Cc1ccc(-c2nnc(SCC(=O)N3CCOCC3)nc2-c2ccc(C)cc2)cc1 | 5 | 5 | 2 | 46 | -5 | 21 | . | 0.1 | -4 | -5
COc1ccc(CCNC(=O)c2cccc(Br)c2)cc1OC | 4 | 9 | 6 | 17 | 8 | 1 | 0 | 0.7 | -22 | -3
O=C(NCCCN1CCN(Cc2ccccc2)CC1)C1CCN(c2nnc(-n3cccc3)s2)CC1 | -2 | -5 | 0 | . | -8 | 6 | . | -3.1 | -10 | -1
CCn1nc(C(=O)NCc2ccco2)c(Cl)c1Cl | -5 | -1 | -1 | -12 | 5 | 1 | . | 1.1 | 2 | 2
COc1cc(/C=N/NS(=O)(=O)c2ccc(C)cc2)ccc1OCc1ccc(C(=O)O)cc1 | -70 | 0 | 4 | -12 | -11 | 0 | -18 | -0.7 | -20 | 3
CCOc1ccc(NC(=O)CN(C)C(=O)Cn2c(=O)oc3ccccc32)cc1OCC | 4 | -1 | 4 | 2 | 14 | -1 | 0 | 0.4 | -2 | -4
CCN(CC(O)COc1ccc(OCC(O)CN(CC)C2CCCCC2)cc1)C1CCCCC1 (stereo not drawn) | -6 | 1 | -1 | 1 | -5 | 37 | . | -2.6 | -13 | 1
COc1ccc(C(=O)NC2CCN(C(=S)Nc3ccc(C)c(C)c3)CC2)cc1 | 0 | -13 | 3 | 45 | -8 | 1 | . | 0.1 | -6 | -2
CN1C(C)(C)c2ccccc2OS1(=O)=O | 7 | -9 | -2 | -15 | 3 | . | -3 | -0.5 | -11 | -4
COC(=O)c1ccccc1NC(=O)c1ccccc1NS(C)(=O)=O | -1 | -10 | -1 | 5 | 10 | -2 | -2 | 0.7 | 5 | 2
O=C(NCc1ccncc1)C1CCC(=O)N(CCc2ccc(Cl)cc2)C1 (stereo not drawn) | -17 | -8 | -1 | -22 | -23 | -2 | -2 | 0.6 | -10 | 5
Cc1cccc(C)c1NC(=O)CN(C)C(=O)c1ccccc1Sc1ccccc1C#N | 2 | -7 | 3 | 6 | -9 | 0 | -1 | -1.1 | -13 | -6
CCCOc1ccc(C(=O)OCC(=O)c2c(N)n(C)c(=O)n(C)c2=O)cc1OC | 9 | 4 | 5 | 56 | -14 | 1 | -1 | 1.3 | -14 | 9
CCOC(=O)C1C(=O)OC2(CCCCC2)C1C(=O)OCC (stereo not drawn) | 11 | -3 | -1 | -19 | -6 | 2 | -2 | 11 | 8 | 1
COc1cccc(CN2CCSCC2)c1OC | -9 | 3 | 3 | 1 | 0 | -4 | -2 | 0.2 | -7 | -3
CSCCC(=O)Nc1cc(S(=O)(=O)N2CCOCC2)ccc1N1CCN(C)CC1 | 3 | -1 | 1 | 6 | -2 | 3 | -3 | -0.6 | -14 | 0
Cc1cn(CC(=O)N[C@H](C)c2cccc3ccccc23)c(=O)[nH]c1=O | 0 | -5 | 2 | -18 | -7 | . | -2 | 0.9 | -6 | 0
CC(C)c1ccc(OCC(=O)NCc2ccco2)cc1 | -3 | 3 | 1 | -6 | -12 | 0 | -1 | 1.3 | 4 | -5
Cc1ccc(CNS(=O)(=O)c2ccc(-n3cnnn3)c(C)c2)cc1 | -8 | 1 | 1 | . | -3 | -3 | 28 | 1.5 | 6 | 11
Cc1ccsc1C1C(C#N)=C(N)N(N(C)C)C2=C1C(=O)CCC2 (stereo not drawn) | 3 | -1 | 2 | -26 | -5 | 7 | -2 | 2.8 | -26 | 9

Next section
SMILES | MITF act | dFosB activator | HTR5A ag ctr | SR-BI HDL uptake | HTR5A inv ctr | NSD2 inh | Wnt bcat act | CDK5 p35 inh | PvdQ inh | V-ATPase pH
COc1ccc(NC(=O)c2cc(-c3cccc(OC)c3)on2)cc1 | 30 | -7 | 1 | . | -16 | 1 | 5 | 1.1 | -8 | -1
O=C(NC1CCCCC1)C(Cc1ccccc1)NS(=O)(=O)c1cccs1 (stereo not drawn) | 0 | -3 | 0 | -18 | -10 | -1 | -1 | 10 | 11 | 1
CC(=O)OCC1OC(OCc2cn(C[C@H]3CC[C@H](Cn4cc(COC5OC(COC(C)=O)C(OC(C)=O)C(OC(C)=O)C5OC(C)=O)nn4)O3)nn2)C(OC(C)=O)C(OC(C)=O)C1OC(C)=O (stereo partly drawn) | 6 | -6 | 3 | -4 | 13 | . | -5 | -1.3 | -7 | -3
O=C(Nc1cccc(C(F)(F)F)c1)N1CCC(c2nc(-c3ccc(F)cc3)no2)CC1 | -11 | -12 | 2 | 7 | -24 | -1 | -9 | -3.1 | -10 | -1
O=C(c1cccc(N2C(=O)C3CC=CCC3C2=O)c1)N1CCCc2ccccc21 (stereo not drawn) | -1 | -9 | 2 | 40 | -4 | -1 | 0 | 0.7 | 6 | 2
Cc1cccc(CN2CCN(c3nc4nonc4nc3NC3CC3)CC2)c1 | -17 | 4 | 7 | . | 1 | 1 | -3 | -0.7 | 9 | -2
CCCc1cc(=O)[nH]c2nnc(SCC(=O)NCc3ccc4c(c3)OCO4)n12 | 3 | 3 | -3 | -43 | -11 | 0 | -1 | -0.4 | -13 | -1
COc1ccc(CCNC(=O)CN2C(=O)NC3(CCCCC3)C2=O)cc1 | -3 | -2 | -4 | -45 | 15 | 0 | -4 | 0.0 | -7 | -3
COc1cc(C(C)=O)ccc1OCC(=O)NC(=O)Nc1ccc(C)cc1C | 8 | -5 | -2 | 32 | 5 | -3 | 2 | -7.9 | -21 | -1
COc1ccc(/C=C/C(=O)Nc2cccc(S(=O)(=O)NC3=NCCCCC3)c2)cc1OC | 15 | 4 | -2 | 60 | 4 | -1 | -1 | -1.4 | 4 | 0
CC1CCN(CCn2c(=S)[nH]c3cc4c(cc3c2=O)OCO4)CC1 | -13 | 5 | -4 | -10 | 10 | 1 | 0 | 2.8 | -15 | 6
N#Cc1ccc(NC(=O)Nc2ccc(Cl)cc2)cc1 | . | 14 | 9 | 19 | -22 | . | -2 | 0.7 | -17 | 1
O=C(NN1C(=O)C2C3C=CC(C4CC34)C2C1=O)c1cccc(Br)c1 (stereo not drawn) | -1 | -1 | 3 | -7 | 3 | -2 | -3 | 3.0 | 13 | 3
Cc1ccc(N(CC(=O)Nc2cc(Cl)ccc2Oc2ccccc2)S(C)(=O)=O)cc1C | 18 | -5 | -2 | 45 | -6 | -2 | -4 | 2.0 | -10 | 1
CC(C)C1NC(=S)N(C2CCCCC2)C1=O (stereo not drawn) | -7 | -2 | -3 | 8 | -39 | 0 | . | -0.9 | -17 | 1
CNC(=S)N/N=C/c1ccco1 | 3 | 2 | -1 | -14 | 7 | -3 | 3 | -0.6 | -8 | 1
CCC(=O)c1ccccc1OCCCN1C(=O)NC(C)(C)C1=O | 8 | -4 | -1 | -6 | -39 | -3 | . | 0.1 | 7 | 5
CC(C)=CC(=O)OCC(=O)Nc1nc(C)c(Cl)cc1Cl | . | 2 | -3 | -26 | -14 | . | 15 | -0.1 | 4 | 0
CC(C(=O)NCc1ccccn1)N1C(=O)c2ccccc2C1=O (stereo not drawn) | 7 | -6 | 0 | -15 | -18 | 1 | 3 | -0.9 | -6 | 0
COc1ccc(CC(=O)NCc2ccco2)cc1OC | -8 | -5 | -5 | 0 | -12 | . | -4 | -1.4 | 11 | 2
Cc1[nH]c2c(Cl)cccc2c(=O)c1CN1CCCCCC1 | -8 | 0 | -1 | 5 | 4 | 27 | -4 | 0.8 | -13 | 0
CC(=O)N1N=C(c2ccc(Br)cc2)CC1c1cn(C)c2ccccc12 (stereo not drawn) | -10 | 2 | 7 | -2 | -26 | -1 | 2 | 1.3 | -6 | 2
Cc1ccc(OCCSc2nc(NC(C)C)nc(NC(C)C)n2)cc1 | 6 | -1 | 0 | -6 | 0 | -5 | -4 | -1.1 | -14 | 1
Oc1ccccc1N=Cc1c(O)ccc2ccccc12 | -29 | -19 | 0 | 80* | 1 | 0 | 4 | 0.4 | -12 | 1
O=C(CSc1nnc(COc2ccc(Br)cc2)o1)N1CCOCC1 | -13 | -6 | 1 | -9 | -30 | -4 | 0 | -1.6 | -18 | 1

More structures follow:
SMILES | MITF act | dFosB activator | HTR5A ag ctr | SR-BI HDL uptake | HTR5A inv ctr | NSD2 inh | Wnt bcat act | CDK5 p35 inh | PvdQ inh | V-ATPase pH
COc1ccc(-c2nc3ccccc3c(=O)n2CCOc2ccc(C)cc2C)cc1 | 12 | 2 | 2 | 29 | -9 | -6 | 6 | -2.9 | -25 | 0
COc1ccccc1C(=O)NCCc1nc2ccccc2[nH]1 | 1 | 3 | 3 | 9 | -26 | 1 | -1 | 0.7 | -19 | 0
CN(CC1CCCN(CCc2cccc(C(F)(F)F)c2)C1)C(=O)c1cc2ccccc2o1 (stereo not drawn) | -1 | -17 | 1 | 19 | 1 | 12 | -2 | -0.2 | -8 | -2
CCc1ccc2nc(N(CCN(C)C)C(=O)c3ccc4ncsc4c3)sc2c1 | 68 | -6 | -1 | 7 | 4 | 5 | 10 | 2.4 | -7 | 0
CCN(C(=O)CSc1ncccc1C(=O)O)C1CCCCC1 | 8 | -5 | 8 | -2 | -21 | 18 | -1 | -2.2 | -13 | -1
CN1CCN(CCNC(=O)Nc2ccc([N+](=O)[O-])cc2)CC1 | 4 | 1 | -4 | . | 8 | 4 | 4 | -1.3 | -10 | -2
Cc1cc(C(=O)Nc2ccccc2C(=O)N2CCCCC2)ccc1[N+](=O)[O-] | 3 | -1 | -5 | 4 | -4 | -1 | -3 | 1.8 | 9 | 3
CC1Cc2ccccc2N1c1ncnc(N)c1[N+](=O)[O-] (stereo not drawn) | -32 | -3 | 0 | -1 | -9 | 9 | 5 | 6.7 | -1 | 4
CCCCCn1c(CN2CCN(Cc3ccccc3)CC2)nc2c1c(=O)[nH]c(=O)n2C | -2 | -11 | 1 | 18 | 9 | 1 | . | 2.8 | -4 | -1
Nc1nc(-c2ccc3c(c2)NC(=O)CO3)cs1 | 9 | 3 | -1 | 25 | 2 | 0 | -4 | -0.7 | -22 | -2
CN(CC(=O)Nc1ccccc1Cl)CC(=O)c1c(N)n(Cc2ccccc2)c(=O)n(C)c1=O | -1 | -1 | 1 | 0 | -4 | . | -3 | -0.4 | 0 | 1
CC(Sc1nnc(Cc2cccs2)n1C1CCCCC1)C(N)=O (stereo not drawn) | -6 | 6 | -4 | 16 | 9 | -1 | -1 | 1.4 | -11 | -1

Marked active in SR-BI HDL uptake, of those listed so far:
compound,MITF act,dFosB activator,SR-BI HDL uptake,NSD2 inh,Wnt bcat act,CDK5 p35 inh,PvdQ inh,V-ATPase pH
Oc1ccccc1N=Cc1c(O)ccc2ccccc12,-29,-19,80*,0,4,0.4,-12,1

Source: PubChem BioAssay
